Source: PubChem BioAssay (Sanford-Burnham Center for Chemical Genomics)
Rat MKP-3 inhibitors: MKP-3 phosphatase inhibitors, primary screen, biochemical, rat enzyme, in vitro (AID 425). recombinant MKP-3 phosphatase activity, fluorescence; higher % means a stronger effect. inhibition, % at 20 µM, or IC50 in µM where a hit was titrated. actives 0.17% (n = 110,000); in the data active = inhibition above about 50%;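 note: plate controls were vehicle for no effect and reference inhibitor for full effect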
Hsp70 inhibitors: small molecules displacing fluorescent ligand from Hsp70 – biochemical, fluorescence polarization, primary screen (AID 583). Hsp70 fluorescence polarization probe displacement, mP; higher % means a stronger effect. one-dose displacement, % at 20 µM; IC50 in µM for titrated hits. actives 0.06% (n = 140,000); in the data active = displacement above about 50%;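 note: plate controls were vehicle for no effect and reference ligand for full effect; a part of the inactive calls stands beside numbers as strong as those of hits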
Active calls of the source: *; . = not tested or not shown. Some of the compounds tested (hit frequency here may not be typical).

Rat MKP-3 inhibitors,Hsp70 inhibitors,SMILES
-1.2%,-49.5%,CC1CCN(C2=NC(=O)/C(=C/c3ccc(N(C)C)cc3)S2)CC1
-7.2%,-0.4%,CN(C)S(=O)(=O)c1ccc(N2CCOCC2)nc1
2.7%,4.6%,Cc1c(C)n(O)c2ccc3nonc3c12
2.5%,1.4%,CC(C)CCNC(=O)c1cc(Cl)ccc1Cl
2.7%,-0.9%,O=C(O)CCP(=O)(O)C(O)c1ccccc1 (configuration not stated)
-4.1%,-2.0%,CS(=O)(=O)N(CC(=O)N1CCCC1)c1cccc(Cl)c1Cl
2.6%,2.9%,CCc1cc(C)nc2cc(-c3ccccc3)nn12
3.2%,-4.1%,COc1ccc(N2C(=O)C3CCCN3C2c2ccccc2)cc1 (configuration not stated)
4.1%,1.1%,CC(C)c1ccc(NC(=O)CSc2nc3c(c(=O)[nH]2)CCC3)cc1
-4.1%,1.5%,COc1ccc(OC)c(NC(=O)C2CCN(c3nc(C)cc(C)n3)CC2)c1
42.4%,39.9%,O=C(O)c1ccc2c(c1)C1C=CCC1C(c1cccc([N+](=O)[O-])c1)N2 (configuration not stated)
-1.4%,2.1%,Nc1nnc(SCc2ccc(Br)cc2)s1
-0.3%,-1.0%,CSc1ccc(-c2c(C#N)c(N)nc3c2CCCC3)cc1
22.2%,9.7%,O=C(O)CCC(=O)NCc1ccc2[nH]c3c(c2c1)CCCC3
2.5%,-1.2%,COc1ccccc1Cc1noc(-c2ccc(Br)cc2)n1
.,-74.0%,CN(C)/N=C/C=C1\CC/C(=C\c2ccc(Br)cc2)C1=O
9.3%,3.0%,O=C1c2ccccc2C(=O)N1Cc1ccco1
-5.8%,3.8%,CCOC(=O)c1ccc(N2C(=O)C(C)=C(C)C2=O)cc1
3.0%,3.2%,COc1ccc(NC(=O)c2ccccc2NC(=O)c2ccccc2)cc1
3.9%,1.8%,CCCCSc1nnc(-c2ccc(Br)cc2)o1

3 compounds from above, arranged by number of heavy atoms, ascending:
Rat MKP-3 inhibitors,Hsp70 inhibitors,SMILES
2.6%,2.9%,CCc1cc(C)nc2cc(-c3ccccc3)nn12
2.5%,-1.2%,COc1ccccc1Cc1noc(-c2ccc(Br)cc2)n1
3.2%,-4.1%,COc1ccc(N2C(=O)C3CCCN3C2c2ccccc2)cc1 (configuration not stated)

More structures
Rat MKP-3 inhibitors,Hsp70 inhibitors,SMILES
2.7%,-3.5%,CCCCNC(=O)Nc1ccnn1C1CCCCC1
1.6%,-0.3%,C=CCN1C(=O)NC(=O)/C(=C\c2ccccc2OC)C1=O
-1.7%,3.8%,CC(=O)CCc1oc2ccc(Cl)cc2c1-c1ccc(C)o1
.,6.7%,CSc1nccc(-c2cc(Cl)sc2Cl)n1
-14.4%,1.4%,CCCN(CCC(=O)Nc1cc(OC)cc(OC)c1)CC1CC1
.,-0.4%,Cc1c(Nc2nc3ccccc3nc2NS(=O)(=O)c2cccs2)c(=O)n(-c2ccccc2)n1C
4.8%,-2.3%,Cc1ccc(C)n1-c1ccc(C(=O)NN)c(Cl)c1
6.6%,4.9%,O=C(Cn1c(=O)sc2ccccc21)Nc1ccccc1C(=O)O
1.7%,0.3%,COC(=O)COC(=O)c1ccc(-n2nnnc2SC)cc1
-1.8%,2.6%,CCC(=O)N1CCc2cc(Br)cc(S(=O)(=O)N3CCN(c4ccccn4)CC3)c21
0.0%,0.2%,CCS(=O)(=O)NCc1cn2c(C)csc2n1
-0.9%,-5.7%,Cc1ccc(/C=C2\SC(=O)N(CCC(=O)Nc3ccccc3)C2=O)cc1
-2.0%,0.2%,CC12COC3(C(=O)Nc4ccc(Cl)cn4)CC1CCC32C (configuration not stated)
1.0%,0.1%,Cc1cc(C)cc(N(CC(=O)N2CCN(c3ccccc3)CC2)S(=O)(=O)c2c(C)noc2C)c1
.,3.6%,CSc1nc(C)cc(OCCO)n1
-8.5%,12.4%,CCOC(=O)c1[nH]c(Cc2[nH]c(C(=O)OCC)c(C)c2CCC(=O)OC)c(CCC(=O)OC)c1C
3.1%,2.5%,CCOC(=O)N1CCC(n2c(SCC(=O)NCCC3=CCCCC3)nc3ccccc3c2=O)CC1
.,0.7%,Cc1cccc(-n2c(O)c(C=NC3CCS(=O)(=O)C3)c3ccccc3c2=O)c1 (configuration not stated)
.,-0.5%,CCn1ncc(C2=NOC(C(=O)Nc3ccc(C)cc3)C2)c1C (configuration not stated)
-1.3%,-2.8%,CSc1nc(-c2ccco2)nn1S(C)(=O)=O
4.1%,-7.1%,O=C(O)c1ccccc1C(=O)Nc1ccc2nc(SCc3nc4ccccc4[nH]3)sc2c1
-1.8%,4.1%,O=C(NN1C(=O)C2C3C=CC(C4CC34)C2C1=O)c1cccc(Br)c1 (configuration not stated)
3.6%,-3.4%,Cc1nc(-c2cccc(NC(=O)c3cccnc3)c2)cs1
0.7%,-1.9%,O=S(=O)(c1cccc2nsnc12)N1CCc2ccccc2C1
-7.0%,-4.5%,COC(=O)[C@H](Cc1ccccc1)NC(=O)NCCc1ccc(S(N)(=O)=O)cc1
-5.1%,6.4%,O=C(CCN1CCc2ccccc2C1)c1ccc2c(c1)OCCO2
-1.3%,1.9%,Cc1c(NC(=S)NC(=O)c2ccccc2Cl)cccc1-c1nc2ccccc2s1
.,-2.7%,O=C1CCCN1c1ccc(S(=O)(=O)NCCc2ccc(Cl)cc2)cc1
-7.2%,1.1%,CCN1CCN(Cc2coc3ccc(C)cc3c2=O)CC1
-5.8%,0.6%,O=C(O)CCCc1ccccc1
-4.8%,0.7%,O=C1CN(c2ccccc2F)C(=O)CN1c1ccccc1F
.,1.6%,CC(Oc1ccccc1)c1ccnn1S(C)(=O)=O (configuration not stated)
-1.3%,1.9%,Cc1ccccc1C(=O)Nc1ccc(N2CCOCC2)cc1
0.2%,-6.5%,Cc1ccc(C(=O)Nc2ccccc2CO)cc1[N+](=O)[O-]
.,0.1%,CCC(=O)Nc1ccc2c(c1)OCCO2
-15.9%,8.1%,COCCCNC(=O)CCCC(=O)NCCCOC
6.6%,-13.5%,CCCOc1ccc(OC(=O)c2ccc(Br)o2)cc1
-1.8%,.,Cc1ccccc1-c1nc(CN2CCC(C(=O)NC3CCN(Cc4ccccc4)CC3)CC2)c(C)o1
0.5%,-3.6%,COC(=O)c1[nH]c2ccccc2c1NC(=O)CCN1CCN(C2CCCCC2)CC1
-6.7%,3.0%,O=C(O)C1CC(=O)N(Cc2cccnc2)C1 (configuration not stated)

Full records, looked up by structure:
Profile of Cc1ccc(C(=O)Nc2ccccc2CO)cc1[N+](=O)[O-] → Rat MKP-3 inhibitors: 0.2%; Hsp70 inhibitors: -6.5%
Profile of CN(C)/N=C/C=C1\CC/C(=C\c2ccc(Br)cc2)C1=O → Rat MKP-3 inhibitors: .; Hsp70 inhibitors: -74.0%
Profile of O=S(=O)(c1cccc2nsnc12)N1CCc2ccccc2C1 → Rat MKP-3 inhibitors: 0.7%; Hsp70 inhibitors: -1.9%

The results go on:
Rat MKP-3 inhibitors,Hsp70 inhibitors,SMILES
-15.5%,-4.8%,COc1ccc(C(=O)Nc2ccccc2C(=O)NC(C(=O)NCc2ccco2)C(C)C)cc1 (configuration not stated)
-1.5%,0.6%,O=C(NC1CCCCCC1)C1c2ccccc2C(=O)N1Cc1cccnc1 (configuration not stated)
-11.0%,49.3%,Cc1cccc(S(=O)(=O)C(C#N)c2nc3ccccc3nc2N2CCCC2)c1 (configuration not stated)
1.4%,-2.2%,O=C1N(c2ccccc2)C2CS(=O)(=O)CC2N1c1ccc(Br)cc1 (configuration not stated)
6.9%,-19.0%,COc1ccc2c(c1)CCC1C2=NN(/C(C)=C/C(C)=O)C1c1ccc(N(C)C)cc1 (configuration not stated)
-8.0%,5.0%,CCC(C)c1ccc(OCCOc2ccc(/C=C3/SC(=S)N(C)C3=O)cc2)cc1 (configuration not stated)
-9.7%,0.5%,C=CCN1C(=O)C(O)(CC(=O)c2ccc(OC)cc2OC)c2cc(Br)ccc21 (configuration not stated)
-12.4%,-0.1%,COc1ccccc1-c1cn(S(=O)(=O)c2ccc(C)cc2)nc1N
-1.3%,3.7%,c1ccc2oc(N3CCOCC3)nc2c1
-3.8%,.,CCC(=O)Nc1nonc1-c1nc2ccccc2n1Cc1ccccc1
1.7%,3.3%,Cc1cc(OCC(=O)NNC(=O)c2ccccc2C)ccc1Br
-12.8%,-0.5%,Cc1cc(C(=O)N2CCCCCC2)cs1
-1.0%,-1.3%,O=C(CCC1N=C2c3ccccc3N=C(SCc3ccccc3Cl)N2C1=O)NCc1ccco1 (configuration not stated)
2.5%,0.7%,COc1ccc(CN2CCN(C3CCC(c4ccccc4)CC3)CC2)c(OC)c1OC (configuration not stated)
-18.7%,0.1%,Fc1ccccc1OCCSc1nnnn1-c1ccccc1
2.1%,2.0%,COc1ccc(-c2cc(C(=O)N/N=C\c3ccc(C(C)C)cc3)[nH]n2)cc1
0.8%,-0.3%,COc1ccc(-c2nnc(SCC(=O)Nc3sc4c(c3C#N)CCC4)n2CC2CCCO2)cc1 (configuration not stated)
0.7%,6.9%,O=C(CC1Oc2ccccc2NC1=O)NCCc1ccccc1 (configuration not stated)
-13.8%,-12.0%,Cn1cccc1C(=O)OCC(=O)c1cc2ccccc2o1
-1.6%,-1.1%,CCCCNC(=O)N1CCOCCOCCN(C(=O)NCCCC)CCOCC1

Random excerpt: 2 compounds from above, in no set order.
Rat MKP-3 inhibitors,Hsp70 inhibitors,SMILES
-15.5%,-4.8%,COc1ccc(C(=O)Nc2ccccc2C(=O)NC(C(=O)NCc2ccco2)C(C)C)cc1 (configuration not stated)
2.1%,2.0%,COc1ccc(-c2cc(C(=O)N/N=C\c3ccc(C(C)C)cc3)[nH]n2)cc1

Other records:
Rat MKP-3 inhibitors,Hsp70 inhibitors,SMILES
-11.9%,-2.9%,CC(=O)Nc1cccc(NC(=O)CSc2ncc(-c3ccc(Cl)cc3)n2Cc2ccco2)c1
-0.5%,0.3%,COc1ccc(C2C(C#N)=C(N)OC3=C2C(=O)CCC3)cc1 (configuration not stated)
7.3%,8.3%,O=c1/c(=C\c2ccc3c(c2)OCO3)sc2n1CCCN=2
3.0%,-2.1%,COc1cc(C2C3=C(CC(C)(C)CC3=O)OC3=C2C(=O)CC(C)(C)C3)ccc1OCc1ccc([N+](=O)[O-])cc1
-11.6%,-5.7%,CCN(CC)P(=O)(/C(Cl)=C\Nc1c(C)n(C)n(-c2ccccc2)c1=O)N(CC)CC
-3.3%,4.4%,c1ccc(-c2oc3ncnc(NCCCn4ccnc4)c3c2-c2ccccc2)cc1
-0.7%,-1.6%,Cc1cc(C)nc(N/N=C/c2ccc(N3CCOCC3)cc2)n1
.,-1.5%,CC(NC(=O)CSc1nnc(-c2cc3cc(Cl)ccc3o2)n1C)c1ccccc1 (configuration not stated)
.,-2.3%,Cc1nn(-c2ccccc2)c(Cl)c1C(=O)OC(C)C(=O)NC(=O)NC1CCCCC1 (configuration not stated)
4.7%,0.8%,COc1cc(C=O)cc(Br)c1OCc1ccccc1Cl
1.7%,-8.7%,CC(=O)/C=C(\C)N1N=C(c2ccccc2)CC1c1ccccc1 (configuration not stated)
1.3%,-2.1%,O=C(CN(Cc1ccc(F)cc1)C(=O)Cn1nnc2ccccc21)NCC1CCCO1 (configuration not stated)
-0.1%,4.5%,CCOc1cc(/C=N/n2cnnc2)cc(Br)c1OCCOc1ccccc1OC
-11.8%,1.7%,CCc1ccccc1S(=O)(=O)Cc1ccc(C(=O)NCc2ccc3c(c2)OCO3)o1
-0.3%,1.2%,CC(/C=C1\SC(=O)N(c2ccc(O)cc2)C1=O)=C\c1ccccc1
-6.6%,-1.5%,CN(CCCNC(=O)c1cn(C)c2ccc(S(=O)(=O)N(C)C)cc2c1=O)c1ccccc1
3.1%,-0.5%,CCOC(=O)c1c(NC(=O)c2ccncc2)sc2c1CCC(C)C2 (configuration not stated)
4.6%,-2.1%,C=CCOC(=O)C1=C(C)NC(=O)NC1c1cn(-c2ccccc2)nc1-c1cccs1 (configuration not stated)
.,9.4%,CCN(/N=C/c1cccs1)c1cc(=O)n(C)c(=O)[nH]1
12.4%,23.9%,N#C/C(=C\c1ccc(-c2ccc3c(c2)COC3=O)o1)c1nc2ccccc2[nH]1
.,8.2%,Cc1cccc(OC(=O)c2cn(C)nc2C(F)(F)F)c1C
-0.8%,0.3%,Cc1ccc(OCC(=O)Nc2c(C)cc(Br)cc2C)cc1C
-13.3%,0.7%,S=c1sc2c(N3CCOCC3)ncnc2n1-c1ccccc1
3.3%,0.4%,CC(C)(C)c1ccc(OC(=O)c2cccs2)cc1
7.7%,-4.1%,Cc1ccc(/C(O)=C/C(=O)C(=O)Nc2nccs2)cc1
-1.2%,-1.3%,CCOC(=O)C1CCCN(C(=O)c2cn(CC)c3ccc(S(=O)(=O)N4CCCC4)cc3c2=O)C1 (configuration not stated)
.,4.0%,Cc1cc(NC(=O)COC(=O)[C@H](Cc2c[nH]c3ccccc23)NC(=O)c2ccc(F)cc2)no1
-5.9%,-4.6%,CN(C)S(=O)(=O)c1cccc(C(=O)N2CCc3ccccc32)c1
-3.1%,-4.2%,Cc1c(C(=O)NCCO)c(-c2ccccc2)nn1-c1ccccc1
-5.7%,2.0%,Cc1noc(C)c1CSc1ccccc1C(=O)N1CCN(c2ccccc2)CC1
-3.2%,-5.7%,CCOC(=O)c1cc2c(ccn2C)n1CC(=O)N1CCN(c2ccc(F)cc2)CC1
3.1%,7.3%,CC(=O)c1cccc(NC(=O)N2CCCC2C(=O)Nc2ccccc2C)c1 (configuration not stated)
.,-0.9%,COc1ccccc1/C=N/NC(=Nc1ccc(C)cc1)c1nc2ccccc2s1
2.1%,-0.6%,CC(=O)c1ccc(NC(=O)COc2ccc3ccccc3c2)cc1
